# MsrA inh: bovine MsrA enzyme inhibitors, primary screen, biochemical, absorbance, HTS. inhibition, % at 15.5 µM. 0.75% of 360,000 active. AID 651718, 2012. purified bovine MsrA, absorbance read-out; in the data active means inhibition above about 4.5%;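 further: 0% = vehicle wells with enzyme and 100% = reference inhibitor wells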
# LMPTP inh: LMPTP phosphatase inhibitors, primary screen, biochemical, fluorescence intensity, uHTS; AID 651560, 2012; recombinant LMPTP-A, OMFP fluorogenic substrate; 0.22% of 360,000 active; inhibition, % at 20 µM;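 active means compounds that cut the enzyme signal by at least half of the control window in the single-dose screen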;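 further: plate controls were DMSO wells with enzyme plus substrate for no effect and substrate without enzyme for full effect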
#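 material = LMPTP-A | quantity = 0.625 nM enzyme | reagent = OMFP substrate, 400 µM final | buffer or medium = Bis-Tris pH 6.0, DTT, detergent | detection = endpoint fluorescence intensity from OMFP dephosphorylation | dosing = single 20 µM dose | read-out basis = % inhibition relative to no-enzyme and uninhibited control wells | control set = no-enzyme and uninhibited controls | timing = 50 min at room temperature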
# eLon inh: inhibitors of E. coli Lon protease, primary screen, biochemical, fluorescence polarization; purified E. coli Lon protease; inhibition, % at 7.94 µM; 0.42% of 360,000 active; AID 602123, 2011; in the data active means inhibition above about 13%, passing the limit was not always enough;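 further: 0% = enzyme with probe and DMSO and 100% = no enzyme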
# Target sequence (P0A9M0 whole entry, looked up): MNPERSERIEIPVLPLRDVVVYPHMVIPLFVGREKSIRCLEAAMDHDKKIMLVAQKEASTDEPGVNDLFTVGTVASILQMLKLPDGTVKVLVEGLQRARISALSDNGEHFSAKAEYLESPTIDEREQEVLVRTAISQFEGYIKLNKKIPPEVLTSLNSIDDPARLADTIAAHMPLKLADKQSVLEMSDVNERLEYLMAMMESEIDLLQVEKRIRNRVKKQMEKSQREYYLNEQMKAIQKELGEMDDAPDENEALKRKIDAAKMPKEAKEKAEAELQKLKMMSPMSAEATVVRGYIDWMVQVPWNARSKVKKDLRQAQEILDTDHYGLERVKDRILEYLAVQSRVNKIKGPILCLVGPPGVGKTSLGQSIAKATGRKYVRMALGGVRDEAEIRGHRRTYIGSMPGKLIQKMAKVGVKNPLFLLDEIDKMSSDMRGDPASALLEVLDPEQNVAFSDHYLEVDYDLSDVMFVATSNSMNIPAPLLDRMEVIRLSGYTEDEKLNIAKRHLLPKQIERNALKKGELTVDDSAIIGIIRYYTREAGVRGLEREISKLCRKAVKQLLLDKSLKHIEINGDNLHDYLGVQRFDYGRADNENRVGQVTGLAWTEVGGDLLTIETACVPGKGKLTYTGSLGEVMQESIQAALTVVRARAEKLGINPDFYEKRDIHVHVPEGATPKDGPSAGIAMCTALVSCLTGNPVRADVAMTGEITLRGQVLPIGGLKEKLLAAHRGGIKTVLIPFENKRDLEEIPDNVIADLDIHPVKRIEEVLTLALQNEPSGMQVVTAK
# SUMO1-SIM PPI: modulators of SUMO1 protein-protein interactions, primary screen, biochemical, uHTS; Small ubiquitin-related modifier 1 (Homo sapiens), P63165; SUMO1 binding to a labelled peptide, TR-FRET, 1 h; inhibition, % at 20 µM; 0.33% of 360,000 active; AID 602429, 2012; in the data active means inhibition above about 37%
# Target sequence (P63165 whole entry, looked up): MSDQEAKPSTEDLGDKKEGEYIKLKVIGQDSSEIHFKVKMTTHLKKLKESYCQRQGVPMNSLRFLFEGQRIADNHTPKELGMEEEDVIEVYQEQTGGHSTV
# Scp1 inh: Scp-1 phosphatase inhibitors, primary screen, biochemical, colorimetric, uHTS; AID 493091, 2011; 0.88% of 340,000 active; inhibition, % at 20 µM; Recombinant Scp1, phosphopeptide, malachite green phosphate absorbance;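 active means inhibition above about 50% at 20 µM, limit read from the data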;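 further: plate controls were DMSO wells with enzyme for no effect and wells lacking enzyme for full effect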
# Target sequence (Q9GZU7 76-261 limits assumed): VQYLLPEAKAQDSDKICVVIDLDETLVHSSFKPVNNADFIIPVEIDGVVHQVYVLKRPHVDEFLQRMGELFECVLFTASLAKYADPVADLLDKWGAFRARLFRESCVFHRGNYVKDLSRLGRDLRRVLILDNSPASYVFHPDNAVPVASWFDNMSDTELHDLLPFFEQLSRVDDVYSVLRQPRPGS
#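 Test system: SCP-1 phosphatase catalytic domain, residues 76-261; measured by: colorimetric phosphate reagent with accelerator and stabiliser, absorbance at 630 nm; timing: enzyme reaction 45 min at room temperature, colour 5 min, stabilisation 30 min; also added: Phosphorylated 17-residue peptide substrate; compound dosing: one concentration, 20 µM, with 1.0% DMSO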
# MsrA act: bovine MsrA enzyme activators, primary screen, biochemical, absorbance, HTS. activation, % at 10.6 µM. purified bovine MsrA, absorbance read-out. AID 602163, 2012. 0.3% of 360,000 active. Methionine sulfoxide reductase A (Bos taurus); in the data active means activation above about 7.5%;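 further: 0% = vehicle and 100% = reference activator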
# Tb MetRS inh: T. brucei MetRS inhibitors, primary screen, biochemical, luminescence; methionyl-tRNA synthetase (Trypanosoma brucei brucei); purified T. brucei MetRS, ATP depletion, Kinase-Glo luminescence; inhibition, % at 11.9 µM; 0.4% of 360,000 active; AID 624268, 2012;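 active means inhibition above a per-plate cutoff of the control wells' mean inhibition plus 3 SD, cut at about 5.5% in these data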;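 further: 0% = DMSO wells median and 100% = median of wells with control inhibitor compound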
#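 Assay system: T. brucei methionyl-tRNA synthetase, purified | Medium: HEPES buffer with MgCl2, KCl, DTT, spermine, BSA, pyrophosphatase | Compound: 11.9 µM single point | Incubation: 15 min enzyme-compound preincubation, 2 h reaction, 10 min detection, 25 °C | Measured by: Kinase-Glo luciferase luminescence reporting remaining unconsumed ATP | Measure: % inhibition normalized to control-well medians | Replication: Singlicate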
# DNMT1 block: human DNMT1 methyltransferase inhibitors, primary screen, biochemical, molecular beacon, fluorescence, HinP1I cleavage, uHTS. AID 588458, 2011. DNA (cytosine-5)-methyltransferase 1 (Homo sapiens), P26358. inhibition (reported as % activation of signal), % at 10 µM. 0.83% of 360,000 active; in the data active means inhibition above about 50%
# STEP inh: STEP phosphatase inhibitors, primary screen, biochemical, fluorescence intensity, uHTS; Tyrosine-protein phosphatase non-receptor type 5 (Homo sapiens), P54829; recombinant STEP, OMFP fluorogenic substrate; inhibition, % at 20 µM; 0.25% of 360,000 active; AID 588621, 2011;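 active means inhibition at 20 µM, scaled per plate between control wells, above about 37%, limit read from the data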;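 further: 0% = DMSO with enzyme and substrate and 100% = substrate only without enzyme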
#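 Measure: Control-normalized % inhibition with plate pattern correction | Test system: STEP phosphatase, cell-free reaction | Medium: pH 6.0 Bis-Tris with DTT and Tween 20 | Technique: Fluorescence, 480/540 nm | Times: Reaction 20 min, ambient temperature | Doses: Single compound dose of 20 µM, 1% DMSO final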
# CendR NRP1 mod: modulators of CendR peptide binding to NRP-1, primary screen, biochemical, fluorescence polarization, uHTS; AID 602438, 2012; FAM-RPARPAR peptide binding to NRP-1; 0.85% of 360,000 active; inhibition, % at 25 µM;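 active means inhibition or corrected inhibition above about 18%, plus a signal ratio from 0.5 to 1.5, limit read from the data, passing the limit was not always enough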; further: strong numbers were not always called active
# Numbers without * were called inactive; . = no result given.
SMILES,MsrA inh,LMPTP inh,eLon inh,SUMO1-SIM PPI,Scp1 inh,MsrA act,Tb MetRS inh,DNMT1 block,STEP inh,CendR NRP1 mod
C=CCOC(=O)C1=C[C@@H](c2ccc(C(F)(F)F)cc2)C[C@@H](OCCCCO)O1,-1.7,-1.1,-2,-4,-10,-5,-0.2,-2,-4,-8
COc1ccc(CN2C(=O)NC3(CCCCC3)C2=O)cc1F,-0.1,-0.7,-1,2,-7,0,0.1,-9,2,2
N/C(=N\OC(=O)COc1ccc(Cl)cc1Cl)c1ccncc1,0.0,2.1,0,-1,4,-3,3.6,4,2,1
Cc1ccc(C(=O)N2CCSCC2)cc1,0.9,-1.2,2,1,-6,-1,-0.4,-6,0,-1
CCOc1ccccc1NC(=O)CN1C(=O)CSC(C)C1=O (stereo unspecified),-1.4,-2.5,8,-4,-5,-1,-0.5,3,-3,-9
COc1ccc(N2CCN(C(c3cc(OC)ccc3OC)c3nnnn3Cc3ccco3)CC2)cc1 (stereo unspecified),-0.5,0.9,6,-7,-4,-2,-0.4,-7,-1,11
CCCCn1c(CCC(=O)O)nc2cc(S(=O)(=O)N(C)C)ccc21,-0.3,-2.0,-12,3,-6,-2,0.1,2,-4,0
CCOC(=O)C1=C(C)NC(=O)NC1,-0.4,-0.3,-4,-3,-5,-2,-1.0,5,-1,0
O=C(CN1CCN(c2ncccn2)CC1)Nc1ccccc1C(F)(F)F,1.7,1.3,-4,1,3,-3,-0.6,2,3,9
Cc1cc(C)c(S(=O)(=O)NCCc2ccccc2)c(C)c1,-1.3,-0.2,4,-2,-3,-9,-1.5,-3,1,3
COC(=O)c1ccc(-c2noc(CN(C)CC3CCCCO3)n2)cc1 (stereo unspecified),0.1,2.9,7,1,6,-7,-1.1,3,0,-2
CCOC(=O)Cn1c(=O)oc2cc(S(=O)(=O)N3CCCC(C(=O)OCC)C3)ccc21 (stereo unspecified),-0.8,-2.7,2,2,-9,-2,-0.5,-1,0,11
CCCCC1C2C(=O)N(c3ccc(C)cc3)C(=O)C2ON1c1ccccc1 (stereo unspecified),-1.0,2.0,-8,-4,-3,-1,0.2,-5,-1,1
CCOC(=O)c1c(NC(=O)CSc2nnc(CNc3ccc(F)cc3)o2)sc(C)c1C,-0.3,1.9,-3,1,-2,-7,-0.6,-3,3,-3
Cc1cc(C)nc(Sc2ncnc(N)c2[N+](=O)[O-])n1,3.6,0.5,-7,-16,-10,-3,-0.5,4,-1,-7
NS(=O)(=O)c1ccc(CNC(=O)c2cc(=O)c3cc(Cl)ccc3o2)cc1,0.7,-0.6,-7,-10,-7,2,0.3,14,0,5
COc1ccc(CNC(=O)c2cnn3c(C(F)F)cc(C)nc23)cc1,0.1,-1.8,-1,-2,-10,-2,0.5,6,1,2
Cc1ccc(-c2ccc(CCC(=O)O)n2-c2ccc(O)cc2)cc1,1.7,-1.0,-22,-6,9,-1,-0.4,-2,8,-1
O=C(CCCO)N/N=C/c1ccccc1[N+](=O)[O-],2.3,-0.8,10,-16,-10,-2,-0.3,-6,0,-8
Cc1cc(Br)ccc1-n1[nH]c(C)c(C=Nc2cccc3nsnc23)c1=O,0.8,3.5,-4,-10,-9,-2,-0.1,-24,1,-29

# 2 compounds picked at random from those above:
SMILES,MsrA inh,LMPTP inh,eLon inh,SUMO1-SIM PPI,Scp1 inh,MsrA act,Tb MetRS inh,DNMT1 block,STEP inh,CendR NRP1 mod
COc1ccc(CN2C(=O)NC3(CCCCC3)C2=O)cc1F,-0.1,-0.7,-1,2,-7,0,0.1,-9,2,2
CCCCn1c(CCC(=O)O)nc2cc(S(=O)(=O)N(C)C)ccc21,-0.3,-2.0,-12,3,-6,-2,0.1,2,-4,0

# Sorted by the number under DNMT1 block (ascending): five of the compounds above.
canonical_smiles	DNMT1 block
C=CCOC(=O)C1=C[C@@H](c2ccc(C(F)(F)F)cc2)C[C@@H](OCCCCO)O1	-2
CCOC(=O)Cn1c(=O)oc2cc(S(=O)(=O)N3CCCC(C(=O)OCC)C3)ccc21 (stereo unspecified)	-1
O=C(CN1CCN(c2ncccn2)CC1)Nc1ccccc1C(F)(F)F	2
N/C(=N\OC(=O)COc1ccc(Cl)cc1Cl)c1ccncc1	4
CCOC(=O)C1=C(C)NC(=O)NC1	5

# The results go on:
SMILES,MsrA inh,LMPTP inh,eLon inh,SUMO1-SIM PPI,Scp1 inh,MsrA act,Tb MetRS inh,DNMT1 block,STEP inh,CendR NRP1 mod
CC(=O)N1CCN(S(=O)(=O)c2ccc(S(=O)(=O)N3CCCC(C)C3)cc2)CC1 (stereo unspecified),-1.6,-2.1,22*,-2,-8,-4,0.1,1,-3,-9
Cn1c(=O)[nH]c(=O)c2c1nc(N1CCCCCC1)n2CCCSc1nc2ccccc2o1,0.3,0.7,-1,5,-4,-1,-0.2,-2,4,8
CCC1(CC)C(=O)N(C)C(=O)NC1=Nc1ccccc1,-0.2,-0.5,-4,0,-4,-6,0.7,0,1,2
COCc1c(C(=O)Nc2cccc(S(=O)(=O)N3CCCCC3)c2)oc2ccccc12,.,4.9,4,0,0,-8,-0.1,0,3,-4
COC(=O)c1cc2ccccc2c([N+](=O)[O-])c1O,-0.2,-1.8,-1,11,-16,-2,-0.3,-7,-1,23*
Cc1nnc(SCC(=O)Nc2nc(C(C)(C)C)cs2)s1,0.9,-1.4,-12,2,-5,0,-0.7,0,-8,-2
CC/C(=N\NC(=O)c1csc(C)c1C)c1cccs1,0.6,0.2,6,-7,-5,-3,0.3,-1,0,8
COCCn1c(Cc2ccccc2)nnc1SCC(=O)NC1CCCCC1,0.0,-1.2,14,1,6,-6,-0.7,1,-1,15
COCCCN=C(c1ccco1)n1c(=S)nc(-c2ccco2)n(CCCOC)c1=S,-0.9,6.9,-5,-3,2,-13,-0.7,0,11,3
Cc1ccc(/C(N)=N/OC(=O)c2ccc3c(c2)OCO3)cc1,-0.9,-2.3,-6,2,-5,-1,0.8,-2,-2,3
O=C(O)C(F)=C(c1ccccc1)c1ccccc1,-1.0,-3.0,0,4,52*,-5,-1.1,1,2,9
CC(C)C[C@H](NC(=O)c1[nH]cnc1C(=O)Nc1ccc(CNC(=O)OC(C)(C)C)cc1)C(=O)OCc1ccccc1,0.3,3.1,0,0,-12,1,-0.1,-32,0,14
CC(C)Cc1nc2n[nH]c(N)c2c2c1CCCC2,-0.5,0.4,6,-1,8,3,-0.4,-1,-2,-2
Cc1cc(N2CCC(C)CC2)nc2ccc(N3C(=O)CCC3=O)cc12,1.3,-0.1,-4,-1,-5,-7,-0.7,2,1,-16
CCn1cc(C(=O)OCC(=O)Nc2cccc(Cl)c2Cl)c(=O)c2ccc(C)nc21,-0.2,0.0,-1,4,5,0,-0.6,-2,2,16
O=C(NCc1ccco1)c1nnc(Cc2ccc(Cl)cc2)o1,-1.0,0.1,-2,5,-10,-1,-0.7,2,-1,4
CCOc1ccc(NC(=O)c2ccc(NC(=S)NC3CCCCC3)cc2)cc1,1.4,0.4,9,3,-17,-16,-1.5,20,-3,-1
COc1ccc(N2CCN(C(=O)CS(=O)Cc3nc(-c4ccc(OC)c(OC)c4)oc3C)CC2)cc1 (stereo unspecified),0.8,-1.7,14,1,-5,6,-0.3,-1,0,0
O=C(O)c1cccc(-c2ccccc2)c1O,-0.4,-0.6,2,-5,-4,1,-0.1,7,2,-8
CCNC(=S)N/N=C/c1ccccc1[N+](=O)[O-],0.7,0.5,1,-20,-6,-5,1.5,-1,1,-1
CC(=O)Nc1cccc(C(=O)NC2CCCc3c2cnn3-c2ccccc2F)c1 (stereo unspecified),0.8,-0.9,2,5,-6,-5,1.0,4,-3,-4
Cn1nc(C(=O)OCC(=O)Nc2ccc(Cl)cc2Cl)c2ccccc2c1=O,1.9,0.5,17,-12,1,-7,-0.6,34,-2,-5
CCOc1ccc(OCCC(=O)N2CCN(S(=O)(=O)c3ccc(F)cc3)CC2)cc1,-0.4,-0.1,10,-2,4,-1,-0.3,3,-1,4
COC(=O)c1cccc(NC(=O)CC2C(=O)NCCN2C(=O)c2ccc(F)cc2F)c1 (stereo unspecified),-1.1,-1.9,0,-1,-15,-2,-0.2,-10,1,4
CC(=O)Nc1ccc(S(=O)(=O)NCC(=O)OCC(=O)NCc2ccc3c(c2)OCO3)cc1,0.7,-2.1,-20,2,0,-1,-0.2,-2,-2,-16
CCOC(=O)N1CCN(c2c(NCCN(C)Cc3ccccc3)c(=O)c2=O)CC1,-0.5,-0.8,1,3,-13,-2,0.0,2,0,5
COc1cccc(/C=N/NC(N)=S)c1OCc1cccc(Cl)c1,0.6,1.8,-7,-3,-5,-3,-0.7,-9,-3,-15
C[C@@H]1C(=O)OC[C@H]1NC(=O)OCc1ccccc1,-0.7,-1.5,-1,2,-3,-7,-0.2,7,-2,9
Cc1nc(C(F)(F)F)ccc1C(=O)N1CCC1(C)C(=O)NS(=O)(=O)c1cccc(Cl)c1 (stereo unspecified),-0.9,-2.4,20,4,.,-1,-0.3,-1,-2,-9
CCOC(=O)c1c(-c2ccc(C)o2)csc1NC(=O)CN1CCCCC1,2.4,2.9,-8,8,-1,-1,-0.9,0,0,-13
COc1ccc(/C=C/C(=O)Nc2cc(S(=O)(=O)N3CCOCC3)ccc2N2CCCC2)cc1OC,3.1,-0.2,3,-3,3,-8,-0.6,6,2,3
CCOCCCN(Cc1cc2cc(C)cc(C)c2[nH]c1=O)C(=O)N(CC)CC,2.1,0.4,-5,16,-6,-3,-0.4,4,-1,4
CN=C(NC1CCCCC1)c1ccc([N+](=O)[O-])cc1,-0.6,-0.9,-12,-22,1,-2,-0.5,-1,2,13
O=C(Cc1c(F)cccc1Cl)c1ccc(O)cc1O,0.6,1.6,6,2,-8,-4,0.4,0,-5,13
CN(C(=O)c1ccc(=O)n(Cc2ccc(Cl)cc2)c1)c1ccccc1,-0.5,0.8,2,-3,-4,-2,-0.4,1,7,8
COc1ccccc1C(=O)NCC(=O)NCCC(c1ccccc1)c1ccccc1,0.1,-0.1,2,2,-8,0,-0.4,-1,-1,-3
CN(Cc1ccon1)C(=O)CC1C(=O)NCCN1Cc1cccc(Oc2ccccc2)c1 (stereo unspecified),0.4,-1.6,0,-4,6,-11,-0.9,-5,-1,2
